Source: PubChem
AmpC detergent: inhibitors of E. coli AmpC beta-lactamase with detergent; P00811; AmpC hydrolysis of nitrocefin, absorbance 480 nm, 0.01% Triton; Potency, µM (titrated, usually from 114 µM), for the others: at the top dose activity change, negative = inhibition, most hits filed as inhibitors; 370,000 tested, 0.041% active; AID 485294;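 also: potency is read from the fitted curve at half-maximal effect; 0% = no-compound wells and -100% = no-enzyme wells; nearly all actives have a fitted effect of over 25% in size; some results filed as inactive show a strong effect at the top dose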
Target sequence (P00811 whole entry, looked up): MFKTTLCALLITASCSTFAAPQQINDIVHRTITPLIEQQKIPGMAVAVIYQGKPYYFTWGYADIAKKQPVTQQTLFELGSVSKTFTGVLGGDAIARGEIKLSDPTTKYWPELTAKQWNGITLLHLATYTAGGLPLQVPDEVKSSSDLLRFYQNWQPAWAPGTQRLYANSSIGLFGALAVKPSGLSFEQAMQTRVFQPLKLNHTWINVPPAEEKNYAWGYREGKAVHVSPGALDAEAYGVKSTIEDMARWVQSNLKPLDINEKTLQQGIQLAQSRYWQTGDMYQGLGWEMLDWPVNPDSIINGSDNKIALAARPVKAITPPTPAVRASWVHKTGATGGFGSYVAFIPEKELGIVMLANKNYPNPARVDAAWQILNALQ
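20 mM phosphate pH 7.0 + 0.01% (detergent screen) or 0.0001% Triton X-100; 5.3 nM AmpC reagent; cpd preinc 15 min RT; nitrocefin (800 uM stock) to start; A480 q20 s × 4 min; Activity was normalised to no-enzyme and no-compound control wells.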
HCMV inh: human cytomegalovirus inhibition; 410,000 tested, 4.5% active; activity change, negative = inhibition, % at 57.5 µM; HFF cells, HCMV-luciferase reporter, 72 h; stronger effect = lower value; in the data active = activity change below about -60%; inconclusive = no clear call, values can overlap the other calls; inactive = above about -39%
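Screen run at 2 compound doses on HFFs infected with reporter HCMV, MOI 1 PFU/cell. Luciferase activity from cell lysates at 72 h post infection gave inhibition relative to buffer-only and Salinomycin wells.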
HCV inh: inhibitors of hepatitis C virus infection; 340,000 tested, 3.4% active; Potency, µM (series often up to 41.8 µM), for inactives: at the top dose activity change, negative = inhibition, actives largely listed as inhibitors; Huh7.5.1 HCVcc-Cre infection, luciferase reporter, 44 h; also: potency is read from the fitted curve at half-maximal effect
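After 44 h co-culture of compound, cells and HCVcc-Cre (~0.5 moi), substrate is added for 15 min at room temperature and luciferase measured over 15 sec. Cells were seeded at 1,000/well and pre-cultured 4 h.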
TbPYK inhibitor: T. brucei pyruvate kinase inhibition; Q57TT1; TbPYK enzyme, Kinase-Glo Plus ATP luminescence, 45 min; Potency, µM (titrated, usually from 76.8 µM), for the others: top-dose activity, negative = inhibition, usual class: inhibitors; 410,000 tested, 0.12% active; AID 624173; also: potency is read from the fitted curve at half-maximal effect; nearly all actives have a fitted effect of over 50% in size
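Glycolytic pyruvate kinase of T. brucei was incubated with substrate, test compound and 130 uM ADP for 45 minutes at room temperature. Luminescent Kinase-Glo Plus signal was measured after 10 minutes.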
AmpC inh no detg: inhibitors of E. coli AmpC beta-lactamase without detergent | 330,000 tested, 0.52% active | Potency, µM (series often up to 57.1 µM), without a hit: at the highest dose activity change, negative = inhibition, usual class: inhibitors | AmpC nitrocefin hydrolysis, absorbance 480 nm, 0.0001% Triton;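 also: potency is read from the fitted curve at half-maximal effect; plate controls were no compound for no effect and no enzyme for full effect; nearly all actives have a fitted effect of over 20% in size; some results filed as inactive show a strong effect at the top dose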
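AmpC (5.3 nM in the dispensed reagent) in 20 mM phosphate pH 7.0 with 0.01% (detergent screen) or 0.0001% Triton X-100 was preincubated with compounds for 15 min at room temperature. Nitrocefin was then added from an 800 uM solution, and hydrolysis was followed at 480 nm.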
AMA1-RON2 inh: inhibitors of Plasmodium falciparum AMA1-RON2 interaction; AlphaScreen AMA1-biotinylated RON2 peptide binding; 360,000 tested, 0.2% active; Potency, µM (top dose mostly 58.2 µM), inactives show top-dose activity change, negative = inhibition, most hits filed as inhibitors;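 also: potency is read from the fitted curve at half-maximal effect; 0% = vehicle wells and -100% = peptide control; nearly all actives have a fitted effect of over 45% in size; some results filed as inactive show a strong effect at the top dose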
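AMA1 (3D7) with his tag at 25 nM final met compounds first, then biotinylated RON2 peptide at 25 nM; detection used donor plus acceptor beads, 10 µg/mL apiece, read by AlphaScreen after 30 min at room temperature.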
LmPK inhibitor: blocks Leishmania mexicana pyruvate kinase activity; purified LmPK, Kinase-Glo ATP luminescence, 1 h; 290,000 tested, 0.37% active; Q27686; Potency, µM (doses to about 57.5 µM), for the others: at the highest dose activity change, negative = inhibition, actives largely listed as inhibitors; also: potency is read from the fitted curve at half-maximal effect
Target sequence (Q27686 whole entry, looked up): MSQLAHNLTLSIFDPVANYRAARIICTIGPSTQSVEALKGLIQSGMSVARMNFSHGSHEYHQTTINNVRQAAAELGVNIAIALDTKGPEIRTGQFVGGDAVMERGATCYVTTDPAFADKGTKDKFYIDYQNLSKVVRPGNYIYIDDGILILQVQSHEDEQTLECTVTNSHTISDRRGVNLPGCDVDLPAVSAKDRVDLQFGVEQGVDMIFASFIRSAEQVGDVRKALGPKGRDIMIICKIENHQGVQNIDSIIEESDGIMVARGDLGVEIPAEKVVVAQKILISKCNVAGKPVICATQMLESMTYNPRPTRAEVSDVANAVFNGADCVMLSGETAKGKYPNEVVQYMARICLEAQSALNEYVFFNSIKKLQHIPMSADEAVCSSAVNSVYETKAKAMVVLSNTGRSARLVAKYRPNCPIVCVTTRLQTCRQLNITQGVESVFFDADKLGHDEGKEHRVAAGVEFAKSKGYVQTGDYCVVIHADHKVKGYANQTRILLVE
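Screened at intermediate enzyme activity to detect both inhibitors and activators: LmPK at 0.1 nM, with a 0.5 nM enzyme column as activation reference. PEP 0.5 mM, ADP 0.1 mM; ATP detected by luminescence after 1 h.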
* marks the source's active call; other numbers are inactive results; ? = inconclusive; . = not tested or not shown; & = joins results of further samples; [ ] = dose if it differs, or a comment. Unless noted, calls follow the shape of the dose curve; as a rule, active = well fitted curve in the direction sought with a large enough effect; inconclusive = small, poorly fitted or top-dose-only effect, or another doubt; inactive = no such curve, though single readings can be large; an effect the other way counts as inactive or inconclusive. Unless noted, % is scaled to controls: 0 for no effect and ±100 for the full control effect.

Sample of the layout:
SMILES	AmpC detergent	HCMV inh	HCV inh	TbPYK inhibitor	AmpC inh no detg	AMA1-RON2 inh	LmPK inhibitor
Cc1nn(Cc2ccc(Cl)cc2)c(C)c1NC(=O)/C=C/c1cnn(C)c1	-2%	?	1%	-6%	2%	-9%	2%
C/C(=N\NS(=O)(=O)c1ccc(C)cc1)c1ccc(Br)s1	?	-14	21%	-4%	-28%	-8%	3%
CCOC(=O)c1cccc(OCC(O)CNCCOc2ccccc2F)c1 (stereo not drawn)	-12%	43	-14%	-2%	22%	?	-6%
C=CC[C@@H]1C=C[C@H](O/N=C/[C@@H](NS(=O)(=O)c2ccc(C)cc2)[C@H](C)/C=C/CC(=O)OC)[C@@H](CO)O1	?	.	1%[8.37 µM]	.	57%	.	2%

Main list (from the top)
SMILES	AmpC detergent	HCMV inh	HCV inh	TbPYK inhibitor	AmpC inh no detg	AMA1-RON2 inh	LmPK inhibitor
Cc1nn(Cc2ccc(Cl)cc2)c(C)c1NC(=O)/C=C/c1cnn(C)c1	-2%	?	1%	-6%	2%	-9%	2%
C/C(=N\NS(=O)(=O)c1ccc(C)cc1)c1ccc(Br)s1	?	-14	21%	-4%	-28%	-8%	3%
CCOC(=O)c1cccc(OCC(O)CNCCOc2ccccc2F)c1 (stereo not drawn)	-12%	43	-14%	-2%	22%	?	-6%
C=CC[C@@H]1C=C[C@H](O/N=C/[C@@H](NS(=O)(=O)c2ccc(C)cc2)[C@H](C)/C=C/CC(=O)OC)[C@@H](CO)O1	?	.	1%[8.37 µM]	.	57%	.	2%
Cc1ccccc1OCC(=O)Nc1cnn(CCCC(=O)O)c1	1%	4	2%	-3%	-4%	-11%	-8%
COc1ccc(Cl)cc1NC(=O)CSc1nc(NS(=O)(=O)c2ccc(C)cc2)cc(=O)[nH]1	-2%	?	0%	-7%	-25%	-7%	-6%
Cc1c(Cc2ccccc2)c(=O)oc2cc(OCC(=O)N[C@@H](Cc3ccccc3)C(=O)O)ccc12	5%	13	13%	-2%	0%	1%	-3%
CC(=O)Nc1ccc(NC(=O)C(C)OC(=O)CNC(=O)c2sc3ccccc3c2Cl)cc1 (stereo not drawn)	-5%	-38	0%	0%	-32%	-5%	2%
O=C(CSc1nnc(Cc2cccs2)n1CCc1ccccc1)N1CCCc2ccccc21	1%	23	?	-29%	11%	-7%	2%
CC(Oc1ccccc1)C(=O)Nc1ccccc1C(=O)OCc1cc(=O)n2nc(C(C)C)sc2n1 (stereo not drawn)	0%	-36	.	-6%	.	.	.
Cc1ccccc1Cn1c([N+](=O)[O-])cnc1C	3%	8	14%	14%	-8%	-3%	2%
CCNC(=O)C(=O)NCCC1CCCCN1S(=O)(=O)c1cccs1 (stereo not drawn)	1%	-5	8%	4%	-1%	-10%	.
COc1ccc(CC2(CO)CCN(Cc3ccc(OC(F)(F)F)cc3)CC2)cc1	-7%	43	?	1%	90%[activator]	0%	0%
O=C(NCc1cccc(Br)c1)C1CC(c2ccccc2[N+](=O)[O-])=NO1 (stereo not drawn)	.	51	-20%	1%	.	3%	.
COc1ccc(-c2c(NC(=O)c3ccco3)n(C)c3ccccc3c2=O)cc1	3%	39	10%	-1%	-23%	8%	3%
Cc1c(Cl)cccc1NC(=S)N1CCCCCC1	?	-11	7%	-1%	-4%	0%	-4%
O=S(=O)(c1ccc2oc3ccc(S(=O)(=O)N4CCCCC4)cc3c2c1)N1CCCCC1	-6%	38	8%	-14%	-28%	-14%	4%
CCCCn1c(=NC(=O)c2ccc3c(c2)OCO3)c(C#N)cc2c(=O)n3cccc(C)c3nc21	-9%	-33	?	-10%	-18%	-6%	2%
COC(=O)N1c2ccccc2C=Cc2ccccc21	-17%	-8	-4%	5%	18%	-18%	1%
COC(=O)c1sc(-c2cccs2)cc1N	7%	-4	?	-5%	-25%	0%	-5%
COc1cc(C(=O)O/N=C2/C=CC(=O)C(C)=C2C)cc(OC)c1OC	-10%	-105*	-19%	0%	-19%	9%	0%
C/C(=N\NC(=O)c1ccccc1O)c1cccc(NC(=O)c2ccccc2)c1	-14%	289	-4%	8%	-56%	2%	0%
NC(c1csc(Nc2ccc(C(F)(F)F)cn2)n1)C1CCCCC1 (stereo not drawn)	.	-102*	.	-1%	.	70%[activator]	.
O=C(Nc1ccc(Cl)cc1)Nc1ccc(Br)cn1	-12%	-26	11%	-4%	-10%	11%	1%
Cc1cccc(C(=O)O[C@@H]2[C@H](Cc3ccccc3)NS(=O)(=O)[C@H]3C[C@@H]4C=C[C@]23O4)c1	-7%	-14	-16%	-1%	-52%	-20%	.
COCCc1ccc(OC2(C)CCN(Cc3cccc(OC)c3OC)C2)cc1 (stereo not drawn)	.	-1	.	2%	.	-5%	.
Cc1oc(-c2ccccc2)nc1CNC(=O)NC1CCCCC1	3%	-9	.	4%	.	.	.
COc1ccc(NC(=O)N2CCC(Cc3ccccc3)CC2)cc1	-1%	-5	15%	1%	-17%	-11%	3%
COc1ccc(Cl)cc1NC(=O)c1cc(-c2ccc(C)cc2O)n[nH]1	5%	-34	-1%	2%	-14%	9%	11%
Cn1c(SCc2ccccc2)nc(C(F)(F)F)cc1=O	-5%	?	-20%	-9%	-9%	29%	-1%
COc1ccc(C(=O)C[n+]2ccc3c(c2)nc(-c2ccc(OC)cc2OC)n3C)cc1	?	-99*	15%	7%	12%	0%	-1%
COc1ccc(S(=O)(=O)N(C)c2ccc(C(=O)NC3CCCC3)cc2)cc1	-7%	33	-27%	-4%	-36%	-5%	0%
C=CCN1CCN(C(c2ccccc2OC)c2nnnn2C(C)(C)C)CC1 (stereo not drawn)	-6%	-25	7%	4%	-9%	12%	-6%
CC(C)=CCc1c(O)c(CC=C(C)C)c2c(c1O)C(=O)CC(c1ccc(O)cc1)O2 (stereo not drawn)	14%	-7	?	-5%	14µM*	-16%	7%
CCOC(=O)c1c(-c2ccccc2)oc2ccc(OCC)cc12	-5%	-9	?	-10%	-9%	136%[activator]	1%
Cc1cc(C(=O)N[C@H](c2ccccc2)[C@@]2(C)C[C@@H]2[C@@H](C)C(=O)Nc2ccc3ccccc3c2)n(C)n1	?	-15	?	-9%	118%[activator]	-2%	2%
O=C(CSc1ccc(Cl)cc1)Nc1ccccc1N1CCN(C(=O)c2ccc(Cl)cc2)CC1	-15%	-19	?	5%	-20%	5%	-1%
CCC(C)C(=O)Nc1ccc([N+](=O)[O-])cc1OC (stereo not drawn)	2%	14	-24%	0%	-23%	-3%	1%
CSCCC(NC(=O)c1ccccc1Cl)C(=O)N1CCCC(C)C1 (stereo not drawn)	.	-8	9%	1%	.	-23%	.
CC(=O)N1CCCc2cc(S(=O)(=O)N3CCCC(C(=O)N4CCN(c5cccc(Cl)c5)CC4)C3)ccc21 (stereo not drawn)	2%&5%	-96*	3.2µM*	0%&2%	190%[activator]	-12%	5%
Cc1ccc(S(=O)(=O)N(C)CCCC(=O)Nc2cccc3ccccc23)cc1	-6%	?	?	1%	-2%	3%	1%
O=C(NCCCN1CCOCC1)c1ccc(Cl)cc1Cl	0%	48	7%	-1%	-8%	-1%	2%
CC(=O)Nc1sc(NC(=O)c2ccc(C)cc2)nc1-c1cccs1	-6%	16	-9%	-1%	-25%	5%	0%
CCN(c1ccc(NC(=O)COC(=O)c2ccc([N+](=O)[O-])o2)cc1)C(C)C	1%	20	-1%	-13%	-17%	-19%	.
Cc1ccsc1C(=O)OCC(=O)NC1CCCCC1	.	-22	.	1%	.	8%	.

Quoted at random: 2 entries already listed.
SMILES	AmpC detergent	HCMV inh	HCV inh	TbPYK inhibitor	AmpC inh no detg	AMA1-RON2 inh	LmPK inhibitor
CC(C)=CCc1c(O)c(CC=C(C)C)c2c(c1O)C(=O)CC(c1ccc(O)cc1)O2 (stereo not drawn)	14%	-7	?	-5%	14µM*	-16%	7%
O=C(NCCCN1CCOCC1)c1ccc(Cl)cc1Cl	0%	48	7%	-1%	-8%	-1%	2%

(cont.)
SMILES	AmpC detergent	HCMV inh	HCV inh	TbPYK inhibitor	AmpC inh no detg	AMA1-RON2 inh	LmPK inhibitor
Cc1csc(NC(=O)CSc2nc3ccccc3c(=O)[nH]2)n1	?	53	29%	-6%	-60%	-12%	4%
CCCCN1C(=O)C(CC(=O)NC(c2ccccc2)c2ccccc2)CC(C(=O)N(CC)CC)=C1C (stereo not drawn)	.	-12	.	10%	.	1%	.
OCCC1CN(C2CCC2)CCN1Cc1ccc(F)c(F)c1 (stereo not drawn)	3%	7	16%	-5%	-30%	-19%	0%
COc1cc(N)c(Cl)cc1NC(=O)c1ccccc1	?	42	1%	0%	-23%	-14%	-3%
CCCNCC(O)Cn1c2ccccc2n2c(=O)cc(C)c(C#N)c12 (stereo not drawn)	-7%	-61*	?	-6%	-4%	9%[2.32 µM]	0%
COc1ccc(-c2csc(NC(=O)COC(=O)c3ccco3)n2)cc1	-10%	60	2%	-2%	-50%	3%	2%
CSc1nc(Nc2cccc(C)c2)c(C#N)c(-c2ccccc2)n1	22%	-39	.	1%	.	.	.
Clc1ccc(SCCN2CCNCC2)cc1	-8%	-37	-28%	8%	3%	-2%	-1%
CCOc1ccc2nc(NC(=O)CS(=O)(=O)c3ccc(C)cc3)sc2c1	1%	31	-22%	-7%	-39%	44%[activator]	9%
COc1ccc(-c2ccc(SCC(=O)Nc3cc(C)on3)nn2)cc1OC	?	67	-22%	-7%	-43%	-4%	0%
CCN1C(=O)NC(=O)/C(=C/c2cc(C)n(-c3sc(C)c(C)c3C#N)c2C)C1=O	-10%	-35	17%	-1%	-16%	?	-7%
O=C(NNC(=O)c1ccccc1Cl)c1ccco1	0%	55	2%	8%	-17%	-6%	-6%
CCCOc1ccc(C(=O)CCC(=O)OCC(=O)N2CCN(S(=O)(=O)c3ccc(C)cc3C)CC2)cc1	.	-34	15%	-7%	.	0%	.
C/C(CC(=O)Nc1cc(C)cc(C)c1)=N\NC(=O)c1ccccn1	?	3	-8%	0%	-4%	54%[activator]	-3%
COc1ccc(-c2noc(-c3csc([C@@H]4O[C@H](CO)[C@H](O)[C@H](O)[C@H]4O)n3)n2)cc1OC	.	35	.	1%	.	12%	.
O=C(CN1C(=O)CSC1=O)Nc1ccc2c(c1)OCCO2	-14%	3	10%	-4%	-20%	-13%	10%
CS(=O)(=O)N1CCN(c2ccc(C(=O)NC3C4CC5CC(C4)CC3C5)cc2[N+](=O)[O-])CC1 (stereo not drawn)	?	54	11µM*	-23%	143%[activator]	-15%	-2%
CN(C)S(=O)(=O)c1cccc(NC(=O)CCc2c[nH]c3ccccc23)c1	-12%	-27	?	-5%	-16%	-27%	0%
